SMN2 splice up: SMN2 splice variant enhancement; hit rate 2.8% among 210,000; Potency, µM (titrated, usually from 46.1 µM), for inactives: at the top dose activity change, positive = activation, usual class: activators; AID 1458; HEK293 SMN2-luciferase splicing reporter, luminescence, 30-36 h; also: % of control where 0% means no effect; nearly all actives have a fitted effect of over 55% in size
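qHTS luciferase splicing reporter: luminescence rises when SMN2 exon 7 is included in transfected HEK293 cells. Compound exposure lasted 30-36 h at 37C, with 4.5 mM final sodium butyrate as control, followed by a ONE-Glo read.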
TexasRed fluor: alters Texas Red total fluorescence, flagging assay interference. TRb/SRC2 Texas Red total fluorescence interference. Potency, µM (doses to about 106 µM), inactives show at the top dose fluorescence change, negative = quenching. hit rate 0.29% among 280,000. AID 1479; active = well fitted curve in either direction with a large enough effect; inconclusive = small, poorly fitted or top-dose-only effect; also: % is scaled to controls: 0 for no effect and ±100 for the full control effect
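Human TRβ ligand-binding domain (0.6 uM) and Texas Red SRC2 peptide (20 nM) in Tris buffer with 1 uM T3 and 5% DMSO were incubated with pinned compound for 5 hr at ambient temperature. Total fluorescence was computed as S + 2P (555/632 nm).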
TRb SRC2 PPI: TRbeta-SRC2 interaction inhibition | TRbeta-SRC2 peptide binding, fluorescence polarization; receptor liganded with 1 µM T3 | Potency, µM (top dose mostly 106 µM), inactives show at the highest dose activity change, negative = inhibition, most hits filed as inhibitors | hit rate 0.065% among 280,000 | P10828;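 also: plate controls were bound peptide for no effect and peptide without receptor for full effect; nearly all actives have a fitted effect of over 50% in size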
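A fluorescence polarization screen tested compounds at multiple concentrations against complex formation between 0.6 uM TRb ligand-binding domain and 20 nM Texas Red SRC2 peptide, with 1 uM T3 present; readout after 5 hr.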
KDM4E inh: blocks human JMJD2E demethylase activity; B2RXH2; JMJD2E catalytic domain, FDH-coupled NADH fluorescence (FDH is formaldehyde dehydrogenase); hit rate 1.6% among 230,000; AID 2147; Potency, µM (series often up to 57.1 µM), inactives show at the highest dose activity change, negative = inhibition, actives largely listed as inhibitors; active = well fitted inhibition curve with a large enough effect, not every such curve was filed as active; inconclusive = small, poorly fitted or top-dose-only effect, or another doubt; inactive = no such curve, though single readings can be large or run the other way;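 also: 0% = wells with enzyme and -100% = buffer wells without enzyme; nearly all actives have a fitted effect of over 50% in size; many of its hits are not listed in these tables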
Target sequence (B2RXH2 1-337 limits assumed): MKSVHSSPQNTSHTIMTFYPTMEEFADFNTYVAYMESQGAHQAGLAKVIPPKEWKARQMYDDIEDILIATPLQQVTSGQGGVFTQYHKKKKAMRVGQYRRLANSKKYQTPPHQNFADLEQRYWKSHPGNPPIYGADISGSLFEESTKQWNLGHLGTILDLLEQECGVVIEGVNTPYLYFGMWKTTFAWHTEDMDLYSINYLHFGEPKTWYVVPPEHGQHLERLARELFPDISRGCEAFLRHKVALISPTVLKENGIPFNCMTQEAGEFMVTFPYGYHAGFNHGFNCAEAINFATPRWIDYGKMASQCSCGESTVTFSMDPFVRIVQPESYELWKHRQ
GoLoco inh red: blocks human Gai1 binding to RGS12 GoLoco peptide, red readout; P63096; Gai1:RGS12 GoLoco peptide FP, rhodamine, 10 min; Potency, µM (series often up to 61.6 µM), for the others: top-dose activity, negative = inhibition, actives largely listed as inhibitors; hit rate 0.44% among 230,000; active = well fitted inhibition curve with a large enough effect, not every such curve was filed as active; inactive = no such curve, though single readings can be large or run the other way; also: % is scaled to controls: 0 for no effect and ±100 for the full control effect; nearly all actives have a fitted effect of over 30% in size; many of its hits are not listed in these tables
ALDH1A1 block: inhibitors of human aldehyde dehydrogenase 1A1; AID 1030; Potency, µM (doses to about 75.3 µM), without a hit: at the highest dose activity, negative = inhibition, usual class: inhibitors; P00352; Purified ALDH1A1, NADH fluorescence, propionaldehyde substrate; hit rate 7.3% among 220,000; active = well fitted inhibition curve with a large enough effect, not every such curve was filed as active; inconclusive = small, poorly fitted or top-dose-only effect, or another doubt; inactive = no such curve, though single readings can be large or run the other way;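 also: plate controls were no enzyme wells and a reference inhibitor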
RECQ1 helicase: inhibitors of human RECQ1 DNA helicase | hit rate 0.54% among 240,000 | Potency, µM (titrated, usually from 57.3 µM), for inactives: at the top dose activity, negative = inhibition, actives largely listed as inhibitors | P46063 | RECQ1 DNA unwinding, red fluorescence kinetic read;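 also: plate controls were vehicle for no effect and no enzyme for full effect; nearly all actives have a fitted effect of over 30% in size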
Target sequence (P46063 whole entry, looked up): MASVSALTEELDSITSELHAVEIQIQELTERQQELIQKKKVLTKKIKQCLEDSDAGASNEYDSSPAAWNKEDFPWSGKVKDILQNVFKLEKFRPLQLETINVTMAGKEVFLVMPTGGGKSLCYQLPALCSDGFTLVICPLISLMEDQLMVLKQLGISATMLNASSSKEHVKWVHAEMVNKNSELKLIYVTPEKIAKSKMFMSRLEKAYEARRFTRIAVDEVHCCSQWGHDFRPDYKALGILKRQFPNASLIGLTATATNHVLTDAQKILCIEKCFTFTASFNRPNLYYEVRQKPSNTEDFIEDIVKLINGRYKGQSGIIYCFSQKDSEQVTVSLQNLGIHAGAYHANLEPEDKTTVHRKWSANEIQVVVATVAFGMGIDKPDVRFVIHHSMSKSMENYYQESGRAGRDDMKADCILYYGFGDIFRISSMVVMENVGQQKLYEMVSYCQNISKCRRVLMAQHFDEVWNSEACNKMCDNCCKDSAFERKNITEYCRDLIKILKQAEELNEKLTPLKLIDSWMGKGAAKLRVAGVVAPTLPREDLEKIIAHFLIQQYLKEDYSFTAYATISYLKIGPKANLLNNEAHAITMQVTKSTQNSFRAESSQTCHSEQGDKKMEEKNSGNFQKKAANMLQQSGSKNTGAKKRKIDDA
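50 nM RECQ1T1 preincubated 15 min with compound in Tris pH 8.0 buffer with MgCl2, DTT, Tween-20 and 2.5 ug/ml poly(dI-dC); started with 200 nM TAMRA/BHQ-2 forked duplex and 2 mM ATP. Unwinding read as fluorescence (525/598 nm), two reads 2 h apart.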
Lamin A splicing: modulators of lamin A splicing. HeLa LMNA splicing GFP/RFP minigene ratio, 48 h. Potency, µM (top dose mostly 46.1 µM), inactives show at the top dose ratio change, negative = inhibition, actives largely listed as inhibitors. hit rate 0.01% among 200,000. AID 1487; active = well fitted inhibition curve with a large enough effect in the signal ratio, with a control signal flat, not every such curve was filed as active; inconclusive = small, poorly fitted or top-dose-only effect, or effect the other way, or a change in a side signal; the % refers to the signal ratio; also: % is scaled to controls: 0 for no effect and ±100 for the full control effect
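S3 HeLa stable clones carrying a lamin A-EGFP splicing minigene plus DsRed2 were seeded at 600 cells/well in Opti-MEM with 2% FBS, pin-dosed and incubated 48 h at 37°C. Acumen cytometry (488 nm) gave the GFP/RFP total-intensity ratio.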
An asterisk follows results filed as active; i = inactive; ? = inconclusive; / = not tested or not shown; [ ] = another dose, or the depositor's remark. Unless noted, calls follow the shape of the dose curve; as a rule, active = well fitted curve in the direction sought with a large enough effect; inconclusive = small, poorly fitted or top-dose-only effect, or another doubt; inactive = no such curve, though single readings can be large; an effect the other way counts as inactive or inconclusive. Potency is read from the fitted curve at half-maximal effect. These rows are one share of the data (hit frequency here may not be typical).

SMILES | SMN2 splice up | TexasRed fluor | TRb SRC2 PPI | KDM4E inh | GoLoco inh red | ALDH1A1 block | RECQ1 helicase | Lamin A splicing
Fc1ccccc1C1CCN(Cc2nc(CC3CC3)no2)C1 (configuration not stated) | / | -1% | -2% | -8% | 7% | ? | -22% | /
O=C(c1ccccc1)c1nn(-c2cccc(Cl)c2)c2nc(-c3ccccc3)cc(=O)n12 | -22% | -1% | 4% | 6% | -2% | 8% | ? | 26%
CCc1ccc(O)c(N=Cc2ccccc2O)c1 | / | -1% | -4% | ? | 56%[activator] | ? | -5% | -25%
Cc1[nH]c2ccccc2c1/C=N/Nc1ccc(F)cc1F | 28% | -10% | 6% | ? | 27% | ? | -3% | -4%
O=C(NCCCc1nc2ccccc2[nH]1)c1cccs1 | 3% | -7% | 0% | 7% | 7% | 12% | 3% | -15%[46 µM]
Cc1nc(N2CCOCC2)c2oc3ccccc3c2n1 | -7% | 0% | -3% | -1% | -14% | -1% | i | ?
Cc1ccc(NC(=O)c2ccc(Cl)cc2[N+](=O)[O-])nc1 | / | -6% | -2% | 19% | 10% | 13% | -18% | -4%[46 µM]
CN1CCN(C(=O)C2C3C=CC(C3)C2C(=O)O)CC1 (configuration not stated) | -3% | 2% | 1% | 1% | -1% | 15% | -6% | 4%
O=c1cc(CSc2nnnn2-c2ccccc2)nc(Nc2ccc(F)cc2)[nH]1 | -28% | -2% | -4% | 5% | 0% | 7.9µM* | -12% | ?
O=C1/C(=N\S(=O)(=O)c2cccs2)C([n+]2ccccc2)=C([O-])c2ccccc21 | / | -1% | 1% | ? | 8% | / | -8% | /
O=C(NC(Cc1c[nH]c2ccccc12)C(=O)Nc1ccc(OC(F)(F)F)cc1)c1cccs1 (configuration not stated) | ? | -6% | -3% | -30% | -6% | -3% | -6% | ?
O=c1[nH]c(N2CCN(Cc3ccc4c(c3)OCO4)CC2)nc2c1CCCC2 | 12% | -6% | 1% | 15% | 5% | -6% | i | /
O=C(CN1CCN(c2ccccc2)CC1)Nc1ccc(Oc2ccccc2)cc1 | -8% | -2% | -4% | -7% | 8% | -6% | -27% | ?
Cc1ccc(Cn2ccc(NC(=O)c3cc(-c4ccc(F)cc4)on3)n2)cc1 | -26% | 1% | -13% | 7% | -11% | -6% | -3% | ?
CCNc1nc(Oc2ccc(=O)n(-c3ccccc3)n2)nc(N2CCOCC2)n1 | -5% | 2% | -1% | 11% | -2% | 9% | ? | -6%
COc1ccc(OC)c(C2=C[N+](=O)C(C)(C)C(C)(C)N2[O-])c1 | ? | -1% | 1% | -1% | -4% | -6% | ? | 7%
CCOc1nc(Nc2ccc(F)cc2)nc(N2CCN(c3ccc(OC)cc3)CC2)n1 | -26% | -2% | -2% | -1% | 2% | 2% | -16% | 13%
O=c1[nH]c2ccc(N/C(=N/S(=O)(=O)c3ccccc3)c3ccccc3)cc2[nH]1 | -10% | 0% | -10% | -19% | 13% | ? | 0% | -10%
Oc1ccc(C(=S)N2CCN(Cc3ccccc3)CC2)cc1 | / | -1% | 5% | -22% | -11% | / | i | /
COc1ccc(/C=N/NC(=O)C(=O)NCC2CCCO2)cc1 (configuration not stated) | -7% | -1% | 0% | -4% | 6% | -3% | 8% | -8%
COc1ccc(C)cc1NC(=O)NNC(=O)C1CCC(C(C)(C)C)CC1 (configuration not stated) | -10% | -2% | -1% | -8% | 15% | -15% | -7% | 6%[46 µM]
C=CCN1c2ccccc2[C@]23C[C@@H](C(=O)OC)N(C(=O)OCC)C2=NC(C(=O)OC)=C(C(=O)OC)[C@H]13 | -2%[9.22 µM] | -3%[11.2 µM] | 7%[11.2 µM] | 3%[11.4 µM] | 5%[14.2 µM] | -2%[13.5 µM] | ? | -4%[9.22 µM]
CC12CN3CC(C)(CN(C1)C3c1ccc3ccccc3c1O)C2=O (configuration not stated) | 7% | -3% | -5% | -26% | 8% | -1% | 1% | 3%
Cn1cnnc1SCC(=O)NNC(=O)c1ccc(Cl)cc1 | -17% | -1% | -3% | 1% | -1% | -1% | -2% | 6%
CCCSc1nc2sc3c(c2c(=O)[nH]1)CCN(Cc1ccccc1)C3 | -5% | 0% | -2% | ? | 41%[activator] | ? | -3% | -2%
CCOC(=O)Cc1csc(NC(=O)Cn2c(=O)oc3ccccc32)n1 | / | -4% | -4% | 6% | 2% | / | -1% | /
NC(=O)COC(=O)CCCSc1nc2ccccc2s1 | -2% | 1% | 2% | 5% | 5% | 6% | i | -4%[46 µM]
CN(Cc1ccco1)C(=O)c1c[nH]c2ccc(S(=O)(=O)Nc3ccc4c(c3)OCCO4)cc2c1=O | -10% | -3% | -7% | 4% | 3% | 22µM* | -8% | -7%
Cc1ccc(-c2nnn(CC(=O)N(Cc3ccccc3)C(C(=O)NC3CCCC3)c3ccncc3)n2)o1 (configuration not stated) | -20% | -5% | 2% | 9% | 1% | ? | -8% | 8%
CCCCNC(=O)CSc1nc(O)c(Cc2ccc(OC)cc2)c(=O)[nH]1 | / | -2% | -3% | -1% | 2% | / | -6% | /
O=C(O)Cc1ccc(NC(=O)C(c2ccccc2)c2ccccc2)cc1 | / | -3% | -4% | -16% | 11% | 1% | 5% | -19%[46 µM]
Cc1ccc(NC(=O)COC(=O)c2ccc3c(c2)OCO3)cc1S(=O)(=O)N1CCCCC1 | 0% | 0% | -3% | -20% | -19% | -12% | -6% | -1%
CC(C)C(OC(=O)c1oc2ccccc2c1CSC1CCCCC1)C(=O)NC(N)=O (configuration not stated) | -22% | -2% | -7% | 1% | 11% | 12% | i | 5%[46 µM]
O=C1c2ccccc2C(=O)N1CCc1nn[nH]n1 | -2% | 0% | -5% | -10% | 6% | 6% | -12% | -5%
O=C(NC1(C(F)(F)F)NC(=O)N(c2ccccc2F)C1=O)c1ccncc1 (configuration not stated) | 2% | 8% | 2% | 4% | 12% | 4% | -1% | -9%
Cc1c(CN(C)Cc2cn(C)nc2-c2ccccc2F)[nH]c2ccccc12 | -31%[inhibitor] | -2% | 7% | 0% | 13% | 5% | 4% | 9%[46 µM]
COc1ccc(-c2n[nH]c(C)c2-c2cc(OC)ccc2O)cc1 | -5% | -3% | -15% | -10% | -24% | ? | -13% | -15%
O=C(OCC1OC(OC(=O)c2cc(O)c(O)c(OC(=O)c3cc(O)c(O)c(O)c3)c2)[C@@H](OC(=O)c2cc(O)c(O)c(OC(=O)c3cc(O)c(O)c(O)c3)c2)C(OC(=O)c2cc(O)c(O)c(OC(=O)c3cc(O)c(O)c(O)c3)c2)C1OC(=O)c1cc(O)c(O)c(OC(=O)c2cc(O)c(O)c(O)c2)c1)c1cc(O)c(O)c(OC(=O)c2cc(O)c(O)c(O)c2)c1 (some centres not stated) | -97%[inhibitor] | 16µM*[quencher] | ? | 0.28µM* | -14% | ? | 0.032µM* | ?
Cc1noc(C)c1S(=O)(=O)Nc1c(C)n(C)n(-c2ccccc2)c1=O | -12% | 1% | 8% | 9% | 0% | 11% | -4% | 3%
O=C(N/N=C1/CCS(=O)(=O)c2ccc(F)cc21)c1ccccn1 | ? | 1% | 3% | 6% | 6% | -11% | -21% | 0%[46 µM]
CCNC(=O)COC(=O)c1ccc(NS(=O)(=O)c2ccc3c(c2)OCCO3)cc1 | -12% | 2% | -2% | 6% | 5% | -3% | -6% | -28%[46 µM]
COc1ccc(C(=O)N(CN2CCCC2=O)c2nccs2)cc1OC | 8% | -1% | 4% | ? | 4% | ? | -6% | -3%
OC(COc1cccc2ccccc12)CN1CCN(c2ccccn2)CC1 (configuration not stated) | -11% | 1% | 8% | ? | 5% | ? | -4% | ?
COc1ccc(Cl)cc1NC(=O)NC(C)C | 4% | -1% | 5% | -4% | 20% | -4% | i | /
COc1ccc(-c2noc(-c3ccc(Br)o3)n2)cc1OC | 23% | 1% | 0% | 2% | 8% | 6% | -10% | 7%
CC(c1ccccc1)N1CNc2c(c(=O)n(C)c(=O)n2C)C1 (configuration not stated) | 9% | 1% | 5% | -18% | 1% | ? | -3% | 0%
C=CCn1c(=O)c2ccccc2n2c(SCc3cc(=O)n4ccsc4n3)nnc12 | 4% | -7% | -4% | 2% | 4% | 5% | i | -4%
O=C(c1cc(-c2cccc(O)c2)on1)N1CCOCC1 | ? | 3% | -2% | 2% | 7% | ? | 13% | -2%

Shown as a markdown table: part of the list above
| molecule | SMN2 splice up | TexasRed fluor | TRb SRC2 PPI | KDM4E inh | GoLoco inh red | ALDH1A1 block | RECQ1 helicase | Lamin A splicing |
| --- | --- | --- | --- | --- | --- | --- | --- | --- |
| COc1ccc(-c2n[nH]c(C)c2-c2cc(OC)ccc2O)cc1 | -5% | -3% | -15% | -10% | -24% | ? | -13% | -15% |
| COc1ccc(C(=O)N(CN2CCCC2=O)c2nccs2)cc1OC | 8% | -1% | 4% | ? | 4% | ? | -6% | -3% |

(listing goes on)
SMILES | SMN2 splice up | TexasRed fluor | TRb SRC2 PPI | KDM4E inh | GoLoco inh red | ALDH1A1 block | RECQ1 helicase | Lamin A splicing
CCSc1ncc(Cl)c(C(=O)N(Cc2ccc(N(C)C)cc2)C2CCS(=O)(=O)C2)n1 (configuration not stated) | 14% | -1% | 6% | -3% | 0% | ? | -14% | 5%
O=C(COc1ccccc1-c1ccccc1)NN=C1CCCC1 | -6% | -7% | -8% | 61%[activator] | 2% | 11µM* | -4% | /
Cc1ccc(-n2cnc(N)c2C(=O)c2cccc([N+](=O)[O-])c2)cc1 | / | -1% | -7% | 9% | 5% | / | ? | /
CC1Oc2ccccc2C=C1/C=N/Nc1ccc(C(=O)O)cc1 (configuration not stated) | / | -4% | 6% | ? | 0% | / | -6% | /
COc1cc(C)c(NC(=S)NCCCN2CCOCC2)cc1OC | 62% | 1% | 3% | 2% | -3% | -4% | -9% | /
CCC(C)NC(=O)COC(=O)c1ccccc1OCC(=O)Nc1ccc(Br)cc1 (configuration not stated) | -6% | ? | -8% | 7% | -4% | 5% | -8% | 2%
CNC(=S)N1N=C(c2ccc(Br)cc2)CC1c1ccc(Br)cc1 (configuration not stated) | -5% | 1% | -5% | -1% | 5% | 2% | i | ?
